Compound activity: PubChem BioAssay, several laboratories
HRas wt GTP – human HRas wildtype GTP binding, change in either direction; P01112; GST-Ras wt beads, Bodipy-FL-GTP binding, flow cytometry; actives lie on both sides; GTP binding activity, % at 10 µM; actives 0.14% (n = 190,000); AID 759;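 active = GTP binding activity at least 20% away from the 100% baseline, either lowered as inhibitor or raised as activator; inconclusive = flagged as likely green fluorescent, judged across all proteins in the well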;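 also: 0% = unlabeled GTP competition control and 100% = no-compound control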
Target sequence (P01112 whole entry, looked up): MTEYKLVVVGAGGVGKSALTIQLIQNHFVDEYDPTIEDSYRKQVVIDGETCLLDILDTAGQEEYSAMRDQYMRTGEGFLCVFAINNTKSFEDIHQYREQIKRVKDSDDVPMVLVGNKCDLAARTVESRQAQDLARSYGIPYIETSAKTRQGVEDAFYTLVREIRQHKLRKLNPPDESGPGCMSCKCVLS
Rab7 wt modul – alters GTP binding to wildtype dog Rab7 | actives 0.055% (n = 190,000) | GTP binding activity (percent of control), % at 10 µM | GST-Rab7 beads, fluorescent GTP binding, flow cytometry; actives lie on both sides; untreated = 100%, excess cold GTP = 0%;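 active = fluorescent GTP binding to Rab7 beads changed by at least 20 points from the 100% baseline, either direction, mostly lower; inconclusive = compound itself probably fluorescent, or too few beads counted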;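 also: median green fluorescence of bound Bodipy-FL-GTP per Rab7 bead population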
Rac1 wt GTP bind – human Rac1 wildtype GTP binding, inhibitors and activators; GST-Rac1 beads, fluorescent GTP binding, flow cytometry; actives lie on both sides; 0 = cold GTP competed, 100 = untreated; GTP binding activity (% of control), % at 10 µM; actives 0.27% (n = 190,000);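 active = GTP binding activity at least 20 points away from the 100% control level, either lower or higher; inconclusive = compound flagged as likely green fluorescent, judged across all proteins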
Pf gametocyte – P. falciparum stage V gametocyte viability inhibition; actives 0.065% (n = 150,000); AID 743093; P. falciparum stage V gametocytes, ATP luminescence, 24 h; inhibition, % at 10.9 µM;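 active = inhibition above the mean plus 3 SD of compounds within the control limits, set per campaign, cut at about 38% in these data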;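 also: 0% = DMSO wells and 100% = medium only without gametocytes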
ABCG2 inh – blocks JC-1 efflux by human ABCG2 transporter. Q9UNQ0. IgMXP3 cells, flow cytometry. inhibition, % at 6.6 µM. actives 0.1% (n = 190,000). AID 1325;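 active = inhibition above 80%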;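 also: 0% = DMSO and 100% = nicardipine control wells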
Target sequence (Q9UNQ0 whole entry, looked up): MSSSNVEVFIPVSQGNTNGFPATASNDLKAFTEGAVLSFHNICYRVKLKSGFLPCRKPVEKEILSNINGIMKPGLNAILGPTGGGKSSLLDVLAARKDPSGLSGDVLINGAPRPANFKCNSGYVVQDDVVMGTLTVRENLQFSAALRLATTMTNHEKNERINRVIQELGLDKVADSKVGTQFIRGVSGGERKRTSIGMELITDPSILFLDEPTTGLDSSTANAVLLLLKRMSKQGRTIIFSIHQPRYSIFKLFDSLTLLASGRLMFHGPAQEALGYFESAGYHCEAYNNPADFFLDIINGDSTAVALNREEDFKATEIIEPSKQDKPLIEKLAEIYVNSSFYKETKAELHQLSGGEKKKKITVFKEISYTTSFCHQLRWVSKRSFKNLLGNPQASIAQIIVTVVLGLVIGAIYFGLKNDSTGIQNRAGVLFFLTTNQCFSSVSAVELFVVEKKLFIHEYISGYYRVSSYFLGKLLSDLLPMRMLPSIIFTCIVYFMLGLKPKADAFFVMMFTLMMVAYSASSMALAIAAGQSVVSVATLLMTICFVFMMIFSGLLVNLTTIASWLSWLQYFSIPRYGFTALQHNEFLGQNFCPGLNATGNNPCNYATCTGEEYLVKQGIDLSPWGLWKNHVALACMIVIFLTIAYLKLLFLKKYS
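Test system: ABCG2 IgMXP3 and barcoded ABCB1 CCRF-Adr cell mix; Schedule: cells with compound and JC-1, 10 min at 25 °C, rotating, no wash; Technique: flow cytometry of retained JC-1 fluorescence; Measure: % inhibition of efflux relative to nicardipine and DMSO; Controls: nicardipine high and DMSO low controls.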
Rab2 wt GTP – changes GTP binding to wildtype dog Rab2A, up or down; GST-Rab2 wt beads, Bodipy-GTP binding, flow cytometry; GTP binding activity, % at 10 µM; actives 0.19% (n = 190,000);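 active = GTP binding activity at least 20 points away from 100%, either lowered or raised; inconclusive = signal likely due to the compound's own green fluorescence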;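 also: 0% = beads with excess unlabeled GTP and 100% = no-compound control corrected for plate trend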
GSH fluor – GSH bead compound fluorescence profile; GSH beads flow cytometry, compound fluorescence 488/530 nm; active compounds read high; fluorescence (KMESF) at 10 µM; actives 0.25% (n = 190,000); AID 1776; in the data active = fluorescence above about 89;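 also: glutathione beads carrying GST-tagged Bcl family fusion proteins plus one bare bead set; values are compound well signal with DMSO vehicle wells as background; inactives centre near 16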
Cdc42 wt – modulators (inhibitors or activators) of GTP binding to human Cdc42 wildtype | P60953 | GST-Cdc42 beads, Bodipy-GTP binding, flow cytometry; actives lie on both sides | percent activity (GTP binding), % at 10 µM | actives 0.2% (n = 190,000) | AID 761;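 active = percent activity GTP binding at least 20 points away from the 100% baseline, either down as inhibitor or up as activator; inconclusive = compound flagged as likely green fluorescent from well-wide comparison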;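 also: median bead fluorescence of bound Bodipy-FL-GTP at 100 nM; 0% = excess unlabeled GTP control and 100% = no compound control; below 100% means less GTP binding so inhibitor and above means activator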
Target sequence (P60953 whole entry, looked up): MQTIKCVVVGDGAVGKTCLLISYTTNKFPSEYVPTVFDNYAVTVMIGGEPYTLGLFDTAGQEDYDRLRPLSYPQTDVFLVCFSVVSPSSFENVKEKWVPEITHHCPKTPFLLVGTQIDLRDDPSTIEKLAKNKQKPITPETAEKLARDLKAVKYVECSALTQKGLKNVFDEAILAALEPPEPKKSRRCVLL
Avidin fluor – compound fluoresces at 488/530 nm on avidin beads; compound fluorescence 488/530 nm, flow cytometry; active compounds read high; fluorescence (KMESF) at 10 µM; actives 0.38% (n = 220,000); AID 1775; in the data active = fluorescence above about 47; also: inactives centre near 10
ABCB1 inh – blocks JC-1 efflux by human ABCB1 transporter; P08183; CCRF-Adr cells, flow cytometry; inhibition, % at 6.6 µM; actives 0.067% (n = 190,000); AID 1326; in the data active = inhibition above about 40%;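 also: 0% = vehicle and 100% = reference inhibitor; higher value means more JC-1 retained so stronger ABCB1 efflux block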
Rac1 act GTP bind – alters GTP binding to activated mutant human Rac1 | GST-Rac1 activated beads, fluorescent GTP binding, flow cytometry; actives lie on both sides; 100% means binding = to untreated wells | percent activity (GTP binding), % at 10 µM | actives 0.11% (n = 190,000) | AID 764;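 active = GTP binding at least 20 percentage points away from the 100% baseline, in either direction, so actives lie on both sides; inconclusive = Compound likely fluorescent itself, or too few beads counted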
Numbers without * were called inactive; u = inconclusive; x = no result given.

SMILES	HRas wt GTP	Rab7 wt modul	Rac1 wt GTP bind	Pf gametocyte	ABCG2 inh	Rab2 wt GTP	GSH fluor	Cdc42 wt	Avidin fluor	ABCB1 inh	Rac1 act GTP bind
O=c1[nH]ncn1-c1ccccc1C(F)(F)F	101	104	101	x	1	100	20	102	13	0.2	100
O=S(=O)(NCCO)c1cccc2cccnc12	100	102	101	x	2	100	14	102	26	0.8	97
CC(=O)Nc1ccc(NS(=O)(=O)c2ccc3ccccc3c2)cc1	104	105	104	9	1	103	11	102	22	0.3	98
COc1ccc(NC(=O)CSc2cc(C(=O)c3nccn3C)c3ccccc3n2)cc1	102	105	101	7	4	99	18	96	10	1.0	98
CC(=O)Nc1ccc(Nc2c3ccccc3nc3ccccc23)cc1	102	103	103	9	3	103	12	103	16	0.1	102
COC(=O)COn1c(SC(C)C)nc2ccccc2c1=O	98	102	100	14	1	100	16	98	7	0.3	100
CCN(CC)CC(=O)Nc1cccc2c1C(=O)c1ccccc1C2=O	99	97	100	9	53	99	13	105	10	1.2	102
CS(=O)(=O)N1CCc2cc(C(=O)N3CCCC3)ccc21	103	108	103	-11	0	104	9	100	20	0.1	99
CCN(CC)c1ccc(CNc2ccc(Br)cn2)cc1	93	91	92	-4	0	97	20	96	9	-0.2	94
CCOC(=O)c1cccc(C(=O)OCC)n1	98	90	98	x	3	96	15	97	13	0.6	95
O=C(Cc1ccccc1)NCC(=O)Nc1cccc(Br)c1	104	108	108	x	9	106	19	105	10	0.3	96
O=C(Nc1ncc2c(n1)-c1ccccc1CC2)c1ccccc1	103	100	100	-10	2	100	14	104	35	0.4	101
CCOC(=O)c1c(C)nc2ccccc2c1C	102	100	104	-8	3	101	10	103	9	0.4	101
O=C(Nc1nnc(CCN2CCOCC2)s1)c1ccccc1	102	98	105	-3	3	99	10	105	22	0.8	97
CN1CC(=O)N(CC(=O)Nc2cccc(S(=O)(=O)N3CCOCC3)c2)C1=O	99	97	103	0	2	98	13	99	9	0.5	94
O=C(O)C1CCCN1S(=O)(=O)c1ccc2ccccc2c1 (stereo not given)	100	99	105	-10	-1	98	27	99	34	-0.1	97
CN(C)c1ccnc(-n2cccc2/C=N/OCc2ccc(F)cc2Cl)c1C#N	101	105	102	x	32	102	34	99	15	3.7	97
COC(=O)c1ccc(N2CCN(S(=O)(=O)c3ccc(C)cc3)CC2)c([N+](=O)[O-])c1	97	95	93	x	5	95	13	94	30	0.9	90
O=C(CCS(=O)(=O)c1ccc(Cl)cc1)NCCN1C(=O)S/C(=C\c2ccccc2F)C1=O	100	97	103	-3	20	99	11	103	12	2.2	100
Cc1nc2sc3c(c2c(=O)n1/N=C/c1cccnc1)CCCC3	96	99	89	-2	7	97	10	93	11	0.6	93
CCC(CC)C(=O)Nc1cccc(C(=O)c2ccccc2)c1	101	102	99	7	5	99	8	101	16	1.0	95
CC1(C)CC(=O)C2=C(C1)OC(N)=C(C#N)C2c1ccc[nH]1 (stereo not given)	99	101	100	-14	0	97	11	96	10	-0.1	94
CS(=O)(=O)N1CCC(C(=O)NCc2ccccc2)CC1	98	101	101	x	0	100	25	103	10	0.1	98
COc1cccc(N2CCN(Cc3nc(N)nc(N4CCCc5ccccc54)n3)CC2)c1	u	u	u	x	-4	u	29	u	6	-3.4	u
O=C(CCS(=O)(=O)c1cccc2nsnc12)N1CCN(Cc2ccc3c(c2)OCO3)CC1	102	102	100	x	4	99	14	101	11	0.6	99

More records:
SMILES	HRas wt GTP	Rab7 wt modul	Rac1 wt GTP bind	Pf gametocyte	ABCG2 inh	Rab2 wt GTP	GSH fluor	Cdc42 wt	Avidin fluor	ABCB1 inh	Rac1 act GTP bind
CN(C)c1ccc(NC(=O)c2cccc(N3C(=O)C4C5C=CC(C5)C4C3=O)c2)cc1 (stereo not given)	103	101	105	-14	4	100	11	105	25	0.5	99
COc1ccc(F)c(CN2CCC(N3CCC(C(=O)N4CCOCC4)CC3)CC2)c1	97	105	98	-19	4	98	12	99	9	0.9	98
CCn1c(SCC(=O)N/N=C/C=C/c2ccco2)nc2ccccc21	95	99	97	5	63	94	9	103	15	-0.3	93
CCOC(=O)C1CCCN(c2nnnn2-c2ccccc2)C1 (stereo not given)	97	95	94	-27	-1	97	27	99	14	-2.5	96
CCN(CC)S(=O)(=O)c1cccc(NC(=O)/C=C/c2cccc([N+](=O)[O-])c2)c1	93	95	95	x	26	91	10	96	20	0.4	97
CC(C)(C)C(=O)N1N=C(c2cccc(NS(C)(=O)=O)c2)CC1c1cccs1 (stereo not given)	100	106	100	-11	4	105	11	101	13	1.3	100
Cc1[nH]c2ccccc2c1/C=N/NC(=O)c1cccc([N+](=O)[O-])c1	89	87	92	-5	-1	92	9	92	11	-0.7	94
CC(C(=O)OCC(=O)Nc1ncc(Cl)cc1Cl)N1C(=O)c2ccccc2C1=O (stereo not given)	98	94	98	x	3	95	15	97	3	1.1	97
C=CCOc1ccc(/C(O)=C2/C(=O)C(=O)N(CCCn3ccnc3)C2c2cccs2)cc1 (stereo not given)	100	101	101	x	2	98	11	99	37	0.1	95
Cc1cc(C)c(S(=O)(=O)NCC(CCC(=O)O)C(F)(F)F)c(C)c1 (stereo not given)	100	103	95	-8	2	98	21	95	32	0.8	96
COc1cc2c(cc1OC)C1(Nc3c-2c(-c2ccccc2)nn3-c2ccccc2)C(=O)Nc2ccccc21 (stereo not given)	97	99	98	x	5	96	25	94	22	2.4	95
COc1ccc(N2CCN(CC(=O)NCc3ccccc3)CC2)cc1	100	101	103	-11	6	100	18	99	9	0.5	96
O=C(c1cccc(Cl)c1)N1CCC(=O)N(C(COCc2ccccc2)Cc2ccccc2)CC1 (stereo not given)	99	101	102	26	5	98	18	100	10	4.9	98
CC(CCc1ccccc1)NC(=O)CSc1nnnn1C (stereo not given)	101	101	102	-33	0	103	21	100	10	-0.1	98
CCOc1ccccc1NC(=O)C1=C(C)NC(=S)NC1c1cccs1 (stereo not given)	103	102	104	x	-3	99	6	100	4	-0.1	100
Cc1c(Cl)c(C(=O)N2CCCC2)nn1C	100	100	103	1	0	96	8	101	8	0.4	101
Cc1ccc(NC(=S)NCCN(C2CCCCC2)C2CCCC2)cc1	101	105	101	19	3	104	10	105	7	3.5	97
CCCCN(C)C(=O)C1CCN(C/C(C)=C/c2ccccc2)CC1	102	102	99	x	3	99	12	104	23	0.8	96
O=C(COc1ccc(NC(=O)c2ccccc2[N+](=O)[O-])cc1)c1ccc(F)cc1	101	103	99	-1	2	101	23	97	9	0.2	95
CC(=O)n1cc(-c2ccncc2)c2ccccc21	102	100	104	x	5	102	19	101	8	0.6	101
CN1CCN(S(=O)(=O)c2ccc3ccccc3c2)CC1	100	101	103	x	3	102	14	102	24	0.2	102
Cc1cc(NC(=O)CSc2nc3c(sc4ccccc43)c(=O)n2CCCN2CCOCC2)n[nH]1	101	98	105	4	3	100	5	105	7	0.3	102
CS(=O)c1ccccc1-c1nc(-c2ccc(Cl)cc2)no1 (stereo not given)	100	101	101	4	2	98	20	98	9	0.0	97
CCN(CC)c1ccc(C2=NNC(=O)CC2C)cc1[N+](=O)[O-] (stereo not given)	96	98	100	x	7	99	34	99	13	1.7	98
CCN(CC)c1cc(NCCO)c([N+](=O)[O-])c2nonc12	93	94	95	-26	2	94	26	98	10	0.7	95

(listing goes on)
SMILES	HRas wt GTP	Rab7 wt modul	Rac1 wt GTP bind	Pf gametocyte	ABCG2 inh	Rab2 wt GTP	GSH fluor	Cdc42 wt	Avidin fluor	ABCB1 inh	Rac1 act GTP bind
COc1ccc(-c2cc(C(=O)N3CCCc4ccccc43)no2)cc1	106	108	102	x	6	106	22	103	15	1.5	99
CC(=O)c1cnc(Nc2cccc(C)c2)s1	99	105	98	16	6	99	8	98	22	0.5	98
COCCOc1nc2c(c(=O)n(C)c(=O)n2C)n1Cc1cccc(OC)c1	99	97	97	4	0	98	32	99	6	0.3	98
Cc1ccc(N(CC(N)=O)C2SC(=O)N(C)C2=O)cc1 (stereo not given)	100	102	105	x	-8	98	19	99	37	-0.1	96
O=C(/C=C/c1ccco1)Nc1ccc(S(=O)(=O)N2CCOCC2)cc1	95	102	93	4	22	95	8	94	7	0.6	93
Cn1cccc1C(C(=O)NC1CCCCC1)N(C(=O)Cc1cccs1)C1CC1 (stereo not given)	98	95	96	2	3	96	17	98	36	0.9	96
Cc1cc(=O)oc2ccc(OC(=O)CC(C)C)cc12	96	107	96	-6	6	97	17	99	9	0.2	92
C/C(CC(=O)Nc1cccc(Cl)c1)=N\NC(=O)Cc1ccc(Cl)cc1	101	105	106	x	19	103	33	103	12	1.3	98
CCN(CC)S(=O)(=O)c1ccc(N2CCOCC2)c(NC(=O)Cc2cccc3ccccc23)c1	97	96	106	10	38	95	4	95	11	8.1	99
Cc1ccc(C(=O)c2cc(C)sc2NC(=O)CN2CCN(C(=O)c3ccco3)CC2)cc1	97	98	95	2	4	96	33	94	10	4.8	94
COc1ccccc1NC(=S)Nc1cccc(F)c1	102	98	104	x	0	102	18	100	x	-0.2	97
CCN1CCN(C(=O)NC2CC(=O)N(c3ccc(OC)cc3)C2)CC1 (stereo not given)	96	97	95	15	0	96	6	96	22	0.4	97
COc1ccc(C(=O)N2CCc3ccccc32)cc1	101	93	102	-34	10	100	60	101	6	0.4	99
CCN1CC=C2C(C#N)=C(N)C(C#N)(C#N)C(CCc3ccccc3)C2C1 (stereo not given)	95	98	97	-31	3	96	5	95	7	0.1	96
O=C(O)c1ccccc1NN=C1CCCCC1	95	100	97	26	-1	95	18	95	12	0.1	97
CCOc1cc(S(=O)(=O)NCc2ccncc2)c(C)cc1C	96	93	95	-13	11	97	13	97	10	1.2	96
Cc1sc(NC(=O)c2ccco2)c(C(c2cccnc2)N2CCCC2)c1C (stereo not given)	99	98	96	x	1	95	19	96	26	1.2	94
Cc1cc(Br)ccc1NC(=O)CN1C(=S)NC(C)(C)CC1C (stereo not given)	u	u	u	-4	4	u	9	u	7	0.5	u
NC(=O)c1ccccc1NC(=O)CCc1ccccc1	100	98	104	x	4	100	11	104	15	0.1	101

Gathered by group: those above with a cyano group
SMILES	HRas wt GTP	Rab7 wt modul	Rac1 wt GTP bind	Pf gametocyte	ABCG2 inh	Rab2 wt GTP	GSH fluor	Cdc42 wt	Avidin fluor	ABCB1 inh	Rac1 act GTP bind
CN(C)c1ccnc(-n2cccc2/C=N/OCc2ccc(F)cc2Cl)c1C#N	101	105	102	x	32	102	34	99	15	3.7	97
CC1(C)CC(=O)C2=C(C1)OC(N)=C(C#N)C2c1ccc[nH]1 (stereo not given)	99	101	100	-14	0	97	11	96	10	-0.1	94
CCN1CC=C2C(C#N)=C(N)C(C#N)(C#N)C(CCc3ccccc3)C2C1 (stereo not given)	95	98	97	-31	3	96	5	95	7	0.1	96
